High-throughput results: PubChem, National Center for Advancing Translational Sciences (NCATS)
JMJD2A Tudor inh = qHTS Assay for Inhibitors of JMJD2A-Tudor Domain; Lysine-specific demethylase 4A (Homo sapiens), O75164; AlphaScreen JMJD2A-Tudor / H3K4me3 peptide binding; Potency, µM (highest dose often 114 µM), without a hit: at the highest dose activity change, negative = inhibition, most hits filed as inhibitors; hit rate 4.4% among 390,000; AID 504339, 2011; note: potency is the fitted concentration of half-maximal effect; % is set by controls: 0 for no effect and ±100 for the full control effect; nearly all actives have a fitted effect of over 50% in size
Pin1 inh = qHTS Assay to Find Inhibitors of Pin1. Peptidyl-prolyl cis-trans isomerase NIMA-interacting 1 (Homo sapiens), Q13526. Pin1 FP peptide displacement, HiFluor488, 10 min. Potency, µM (highest dose often 115 µM), for the others: at the top dose activity, negative = inhibition, hits mostly inhibitors. hit rate 0.009% among 390,000. AID 504891, 2011; active = well fitted inhibition curve with a large enough effect in the polarisation, with a control signal flat, not every such curve was filed as active; inconclusive = small, poorly fitted or top-dose-only effect, or effect the other way, or a change in a side signal; inactive = no such curve, though single readings can be large or run the other way; the % refers to the polarisation; note: potency is the fitted concentration of half-maximal effect; % is set by controls: 0 for no effect and ±100 for the full control effect
PI4K2A block = qHTS for small molecular inhibitors of PI4K2A. activity change, negative = inhibition, % at 76.9 µM. purified PI4K2A, ADP-Glo luminescence, 1 h; hits give low values. hit rate 0.13% among 420,000. Phosphatidylinositol 4-kinase type 2-alpha (Homo sapiens), Q9BTU6; in the data active = activity change below about -50%; inconclusive = mostly about -30% to -49%;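 note: -100% = wells without enzyme as full effect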
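PI4K2A activity was measured by ADP-Glo luminescence: enzyme (4 ug/mL stock) and phosphatidylinositol (1.2 mM stock) in Tris pH 7.5/MgCl2/EGTA/Triton X-100 buffer were reacted with ATP (300 microM stock) for one hour at ambient temperature.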
BAZ2B inh = qHTS Assay for Inhibitors of BAZ2B; Bromodomain adjacent to zinc finger domain protein 2B (Homo sapiens), Q9UIF8; AlphaScreen BAZ2B-H3K14Ac peptide displacement; Potency, µM (top dose mostly 114 µM), for inactives: at the top dose activity change, negative = inhibition, actives largely listed as inhibitors; AID 504333, 2011; hit rate 4.4% among 360,000; note: potency is the fitted concentration of half-maximal effect; % is set by controls: 0 for no effect and ±100 for the full control effect; nearly all actives have a fitted effect of over 60% in size
Target sequence (Q9UIF8 whole entry, looked up, the tested form may be a part): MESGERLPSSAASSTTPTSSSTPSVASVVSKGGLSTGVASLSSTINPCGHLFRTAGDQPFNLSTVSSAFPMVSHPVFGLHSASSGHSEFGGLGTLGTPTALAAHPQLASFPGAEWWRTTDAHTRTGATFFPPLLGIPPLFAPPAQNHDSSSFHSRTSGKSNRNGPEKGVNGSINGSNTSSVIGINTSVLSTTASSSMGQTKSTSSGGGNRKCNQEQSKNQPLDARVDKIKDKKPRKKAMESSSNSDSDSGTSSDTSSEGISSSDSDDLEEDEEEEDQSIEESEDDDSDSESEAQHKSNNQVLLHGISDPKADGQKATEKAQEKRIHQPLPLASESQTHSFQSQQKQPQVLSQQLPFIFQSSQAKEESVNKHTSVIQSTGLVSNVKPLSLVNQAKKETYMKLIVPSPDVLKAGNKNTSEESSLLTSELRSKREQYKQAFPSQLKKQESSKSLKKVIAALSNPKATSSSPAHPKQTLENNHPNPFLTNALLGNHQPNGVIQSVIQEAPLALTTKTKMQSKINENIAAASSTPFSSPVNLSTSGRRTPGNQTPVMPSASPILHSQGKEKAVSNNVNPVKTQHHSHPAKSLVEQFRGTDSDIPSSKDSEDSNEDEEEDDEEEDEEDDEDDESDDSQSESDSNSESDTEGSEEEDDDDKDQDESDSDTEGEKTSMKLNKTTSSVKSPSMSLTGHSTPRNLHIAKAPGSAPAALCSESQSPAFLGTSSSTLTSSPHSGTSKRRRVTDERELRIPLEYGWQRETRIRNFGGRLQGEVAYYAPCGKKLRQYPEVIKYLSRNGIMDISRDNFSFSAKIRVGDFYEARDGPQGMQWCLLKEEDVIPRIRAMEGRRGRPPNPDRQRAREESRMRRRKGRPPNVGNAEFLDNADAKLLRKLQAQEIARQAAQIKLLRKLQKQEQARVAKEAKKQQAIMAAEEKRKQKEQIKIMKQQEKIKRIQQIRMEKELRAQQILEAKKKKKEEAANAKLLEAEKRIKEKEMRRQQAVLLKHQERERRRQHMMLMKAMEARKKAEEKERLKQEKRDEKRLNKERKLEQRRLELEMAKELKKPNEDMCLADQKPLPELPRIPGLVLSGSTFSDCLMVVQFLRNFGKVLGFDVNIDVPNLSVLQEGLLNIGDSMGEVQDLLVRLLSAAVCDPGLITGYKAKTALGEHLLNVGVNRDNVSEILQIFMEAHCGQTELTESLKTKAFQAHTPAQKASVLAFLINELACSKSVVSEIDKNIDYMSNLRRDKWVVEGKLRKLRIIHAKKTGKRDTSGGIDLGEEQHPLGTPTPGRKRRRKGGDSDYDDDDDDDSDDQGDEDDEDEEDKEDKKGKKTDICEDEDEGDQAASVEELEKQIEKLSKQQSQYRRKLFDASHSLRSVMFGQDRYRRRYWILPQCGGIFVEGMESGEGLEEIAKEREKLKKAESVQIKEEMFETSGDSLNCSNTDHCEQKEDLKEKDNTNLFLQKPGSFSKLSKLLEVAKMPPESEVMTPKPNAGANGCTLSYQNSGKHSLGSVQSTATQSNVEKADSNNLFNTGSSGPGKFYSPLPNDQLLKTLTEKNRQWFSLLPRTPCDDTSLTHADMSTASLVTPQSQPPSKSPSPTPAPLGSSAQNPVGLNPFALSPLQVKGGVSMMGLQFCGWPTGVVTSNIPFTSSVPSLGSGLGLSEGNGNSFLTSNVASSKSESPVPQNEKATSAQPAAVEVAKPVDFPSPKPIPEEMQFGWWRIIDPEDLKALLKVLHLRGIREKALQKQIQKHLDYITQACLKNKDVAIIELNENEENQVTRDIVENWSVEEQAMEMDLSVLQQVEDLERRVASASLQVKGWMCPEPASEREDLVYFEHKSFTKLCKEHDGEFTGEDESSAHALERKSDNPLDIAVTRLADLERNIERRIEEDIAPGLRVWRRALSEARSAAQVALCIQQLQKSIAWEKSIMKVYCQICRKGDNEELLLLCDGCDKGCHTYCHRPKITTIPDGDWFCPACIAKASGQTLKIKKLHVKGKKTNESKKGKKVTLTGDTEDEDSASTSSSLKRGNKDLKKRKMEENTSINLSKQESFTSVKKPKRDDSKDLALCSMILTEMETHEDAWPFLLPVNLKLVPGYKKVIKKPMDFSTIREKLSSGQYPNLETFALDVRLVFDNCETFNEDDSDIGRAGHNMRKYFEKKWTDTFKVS
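Multi-concentration screen (max 110 uM) measuring displacement of acetylated histone H3 peptide from BAZ2B by AlphaScreen, using 50 nM protein, 50 nM peptide and 10 ug/mL streptavidin donor plus Ni-chelate acceptor beads.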
G9a block = qHTS Assay for Inhibitors of Histone Lysine Methyltransferase G9a | Histone-lysine N-methyltransferase EHMT2 (Homo sapiens), Q96KQ7 | Potency, µM (doses to about 102 µM), for inactives: top-dose activity, negative = inhibition, hits mostly inhibitors | AID 504332, 2011 | G9a H3K9 monomethylation, AlphaScreen, 2 h | hit rate 8.8% among 350,000; note: potency is the fitted concentration of half-maximal effect; % is set by controls: 0 for no effect and ±100 for the full control effect; nearly all actives have a fitted effect of over 75% in size
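AlphaScreen read-out: biotin-H3K9 peptide (500 nM) methylation by 20 nM enzyme with 20 uM SAM, 2 h at room temperature after 15 min compound preincubation; anti-monomethyl H3K9 antibody plus donor/acceptor beads, 10 min dark.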
Tb PGK inh = qHTS Assay to Find Inhibitors of Phosphoglycerate Kinase; hit rate 0.043% among 380,000; Phosphoglycerate kinase, glycosomal (Trypanosoma brucei brucei), P07378; Potency, µM (doses to about 57.5 µM), without a hit: at the highest dose activity change, negative = inhibition, hits mostly inhibitors; PGK/GAPDH coupled, Kinase-Glo luminescence, 60 min; note: potency is the fitted concentration of half-maximal effect; % is set by controls: 0 for no effect and ±100 for the full control effect; nearly all actives have a fitted effect of over 60% in size
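Recombinant glycosomal PGK reaction used 1,3-bisphosphoglycerate generated in-well by GAPDH (100nM final) in 100mM TEA pH 7.6, 5mM MgCl2, 0.01% Tween-20. After 60 minutes at room temperature, ATP was read by Kinase-Glo Plus luminescence end-point.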
GLS inh = qHTS for Inhibitors of Glutaminase (GLS); AID 624170, 2012; GLS enzymatic activity, qHTS titration; Glutaminase kidney isoform, mitochondrial (Homo sapiens), O94925; Potency, µM (top dose mostly 45.5 µM), without a hit: at the highest dose activity change, negative = inhibition, actives largely listed as inhibitors; hit rate 0.21% among 410,000; note: potency is the fitted concentration of half-maximal effect; % is set by controls: 0 for no effect and ±100 for the full control effect
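hKGA; 45 mM KH2PO4 pH 8.2 + 0.02% Tween-20; cpd via pin tool; 1 mM Gln soln; GluOx/HRP/Amplex Red; RT 30 min; fluor. t0 & final.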
ERG Ets-DNA blk = qHTS for Small Molecule Inhibitors of the ERG Ets/DNA interaction; Transcriptional regulator ERG (Homo sapiens), P11308; fluorescence polarization, His-ERG Ets domain / labelled DNA; Potency, µM (top dose mostly 76.9 µM), for inactives: top-dose FP activity, negative = inhibition, usual class: inhibitors; hit rate 0.028% among 370,000; AID 624246, 2012; active = well fitted inhibition curve with a large enough effect in the polarisation, with a control signal flat; inconclusive = small, poorly fitted or top-dose-only effect, or effect the other way, or a change in a side signal; inactive = no such curve, though single readings can be large or run the other way; the % refers to the polarisation;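 note: polarization taken with two DNA probes labelled with fluorescein and Texas red; potency is the fitted concentration of half-maximal effect; % of control where 0% means no effect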
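His-tagged ERG Ets domain (1 uM in the protein solution; 300mM KCl, 50mM Tris-HCl, 1mM EDTA, 1mM DTT, pH 7.5) received compound, then a probe mix of 5 nM fluorescein-DNA and 100nM Texas-615-DNA. Fluorescence polarization was read for both dyes.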
HP1b binding inh = HTS for Inhibitors of HP1-beta Chromodomain Interactions with Methylated Histone Tails. Potency, µM (top dose mostly 114 µM), without a hit: at the top dose activity change, negative = inhibition, usual class: inhibitors. Chromobox protein homolog 1 (Homo sapiens), P83916. hit rate 0.56% among 390,000. AlphaScreen HP1-beta / biotin-H3K9me3 peptide binding; note: potency is the fitted concentration of half-maximal effect; nearly all actives have a fitted effect of over 70% in size; inactives centre near 23
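AlphaScreen: HP1-beta (50 nM) preformed 30 min with biotin-H3(1-18)K9me3 peptide (50 nM) in PBS pH 7.4, 0.01% Tween-20. Compound added for 30 min at RT, then streptavidin donor/nickel chelate acceptor beads (10 ug/mL) for 30 min.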
* = called active by the depositor; i = inactive; ? = inconclusive; . = not tested or not shown; [ ] = dose if it differs, or a comment. Unless noted, calls come from the whole dose curve; as a rule, active = well fitted curve in the direction sought with a large enough effect; inconclusive = small, poorly fitted or top-dose-only effect, or another doubt; inactive = no such curve, though single readings can be large; an effect the other way counts as inactive or inconclusive.

no.	SMILES	JMJD2A Tudor inh	Pin1 inh	PI4K2A block	BAZ2B inh	G9a block
1	CCc1nnc(NC(=O)[C@@H](NC(=O)c2cc(OC)cc(OC)c2)C(C)C)s1	-10%	5%	-7	-3%	-6%[12.7 µM]
2	CCCCCC(=O)OC(CN1CCCCC1)CN1CCCC1=O (stereo unspecified)	-31%	-2%	-1	-5%	-32%[59 µM]
3	COC(=O)C1=CN(C2CCCCC2)C=C(C(=O)OC)C1c1ccc2c(c1)OCO2	46%[activator]	0%	1	62%[activator]	19%
4	CSc1ccccc1NC(=O)CN(C)CC(=O)Nc1ccccc1C(F)(F)F	9%	-2%	0	-4%	84%[activator][59 µM]
5	O=C(COC(=O)CNC(=O)c1sc2ccccc2c1Cl)Nc1c(Cl)cc(Cl)cc1Cl	-3%	5%	-3	10%	6%[59 µM]
6	CC(OC(=O)c1ccccc1NS(=O)(=O)c1cccc(N)c1)C(=O)N(C)Cc1ccccc1 (stereo unspecified)	-21%	21%	5	-10%	-5%[59 µM]
7	COc1ccc(S(=O)(=O)N2CCN(c3ccc(Cl)c(Cl)c3)CC2)c2ccccc12	-3%	49%[activator]	-6	-20%	0%[59 µM]
8	Cc1cccc(NC(=O)C2Cc3ccccc3O/C2=N\O)c1 (stereo unspecified)	-10%	-1%	-8	3%	-11%
9	O=C(NC1(C(F)(F)F)N=C2SCCN2C1=O)c1ccccc1 (stereo unspecified)	17%	-9%	-7	6%[57.1 µM]	24%[12.7 µM]
10	Cn1cccc1/C=C1\SC(=Nc2ccc(O)cc2)NC1=O	-31%	56%[activator]	-7	-29%	-37%[59 µM]
11	Cn1c(SCC(=O)Nc2cccnc2Cl)nnc1-c1ccco1	-1%	-1%	9	.	.
12	CCOc1ccc(NC(=O)CSc2oc(-c3ccco3)nc2S(=O)(=O)c2ccccc2)cc1	-6%	50%[activator]	-1	-15%	0%[59 µM]
13	COC(=O)[C@@H]1C[C@]2(Br)c3ccccc3N(S(=O)(=O)c3ccccc3)[C@@H]2N1C(=O)OC	-7%	-7%	3	.	.
14	Cc1ccc(NC(=O)C2CCN(c3nc4ccccc4[nH]3)CC2)c(C)c1	-17%	0%	-3	-2%	10%[59 µM]
15	CCOC(=O)C1(Cc2ccc(Cl)cc2)CCN(Cc2cnc(N)nc2)CC1	-16%	2%	3	0%	.

no.	Tb PGK inh	GLS inh	ERG Ets-DNA blk	HP1b binding inh
1	-9%	11%	4%	6%
2	-6%	6%	13%	33%
3	.	-1%	0%	127%[activator]
4	1%	-8%	-3%	35%[activator]
5	-6%	0%	10%	37%[activator]
6	-9%	-9%	.	29%
7	i	-3%	4%	33%
8	-3%	-1%	3%	38%
9	-1%	.	-7%	22%
10	-2%	15%	17%	7%
11	-2%	-5%	1%	42%[activator]
12	-3%	1%	13%	20%
13	-3%	-4%	0%	35%
14	-9%	5%	-7%	21%[57 µM]
15	-3%	11%	-1%	14%

Remaining list, next part:
no.	SMILES	JMJD2A Tudor inh	Pin1 inh	PI4K2A block	BAZ2B inh	G9a block
16	C#Cc1ccc([C@@H]2C=C(C(=O)N3CCN(Cc4ccc5c(c4)OCO5)CC3)O[C@H](OCC)[C@H]2CCCO)cc1	?	26%	-1	-31%	-6%[59 µM]
17	CSc1ncccc1C(=O)OCc1cccc([N+](=O)[O-])c1	-7%	1%	-1	-7%	?
18	Cc1oc(-c2ccc(C(=O)Nc3ccc(F)cc3)cc2)nc1COc1ccccc1	-17%	-5%	-1	-3%	-13%[59 µM]
19	Cc1nn(Cc2ccccc2Cl)c(Cl)c1/C=C/C(=O)OCC(=O)NC1CCS(=O)(=O)C1 (stereo unspecified)	3%[11.4 µM]	0%	-7	-2%	-2%
20	O=C(Cn1c(=O)n(Cc2cccs2)c(=O)c2cccnc21)Nc1ccc(F)cc1	-9%	14%	-2	0%	5%[59 µM]
21	O=C(NC1CCS(=O)(=O)C1)C1CCCCN1S(=O)(=O)c1ccc(Cl)cc1 (stereo unspecified)	-16%	-10%	-18	3%	28µM*
22	CCCc1nn2c(=O)cc(COC(=O)c3ccccc3NC(=O)c3ccc(Cl)cc3)nc2s1	-29%	1%	-12	-12%	5%[59 µM]
23	CC(NC(=O)c1cc(COc2cccc(C(F)(F)F)c2)on1)c1nccs1 (stereo unspecified)	-11%	4%	-4	9%	0%
24	CCCOc1ccc(C2C(=O)N(C3CCCCCC3)CC(=O)N2Cc2ccccc2OC)cc1OC (stereo unspecified)	-31%	2%	-5	-16%	-6%[59 µM]
25	Cc1ccc(Nc2nc(-c3ccc(S(=O)(=O)N4CCOCC4)cc3)cs2)cc1Cl	-30%	0%	-2	0%	1%[59 µM]
26	CCOc1ccc(C2C(C#N)=C(N)Oc3cc(C)n(CCN4CCOCC4)c(=O)c32)cc1OCC (stereo unspecified)	-4%	-3%	4	3%	22%[59 µM]
27	Cc1cccc(OCc2nnc(SCc3nc4cc(C(F)(F)F)ccc4c(=O)[nH]3)o2)c1	-2%	?	-3	.	-9%[59 µM]
28	Cc1ncc(S(=O)(=O)c2ccccc2)c(-c2ccc(Cl)cc2Cl)n1	-14%	7%	-5	-7%	-3%[59 µM]
29	CNC(=S)NNC(=O)c1cc(-c2cccnc2)nc2ccccc12	-9%	-6%	-20	-16%	16%
30	COc1ccc(Br)cc1CN1CCC(N2CCCC2)CC1	?	-1%	5	32µM*	25µM*

no.	Tb PGK inh	GLS inh	ERG Ets-DNA blk	HP1b binding inh
16	-1%	4%	20%	-4%
17	-5%	-14%	-12%	29%
18	-3%	2%	-3%	44%[activator]
19	0%	0%	2%	90%[activator]
20	10%	-17%	1%	41%[activator]
21	-10%	-1%	.	18%
22	-9%	-12%	-2%	13%
23	-10%	9%	12%	39%[activator]
24	i	2%	3%	22%
25	8%	8%	-6%	8%
26	-9%	32%	-5%	19%
27	-2%	1%	-1%	30%
28	-4%	-3%	0%	28%
29	-7%	19%	1%	50%[activator]
30	-7%	-2%	-6%	?

Two records drawn at random from those above:
no.	SMILES	JMJD2A Tudor inh	Pin1 inh	PI4K2A block	BAZ2B inh	G9a block
17	CSc1ncccc1C(=O)OCc1cccc([N+](=O)[O-])c1	-7%	1%	-1	-7%	?
19	Cc1nn(Cc2ccccc2Cl)c(Cl)c1/C=C/C(=O)OCC(=O)NC1CCS(=O)(=O)C1 (stereo unspecified)	3%[11.4 µM]	0%	-7	-2%	-2%

no.	Tb PGK inh	GLS inh	ERG Ets-DNA blk	HP1b binding inh
17	-5%	-14%	-12%	29%
19	0%	0%	2%	90%[activator]

Other entries.
no.	SMILES	JMJD2A Tudor inh	Pin1 inh	PI4K2A block	BAZ2B inh	G9a block
31	Cc1cc(OCC(=O)NCCN2CCOCC2)cc(C)c1Cl	-9%	10%	6	-2%	-1%
32	CNc1c(NC(=O)COc2ccc(Cl)cc2)c(=O)oc2ccccc12	-3%	-8%	7	-11%	8%[59 µM]
33	CCCOC(=O)c1c(C)oc2c1cc(NS(=O)(=O)c1ccc(OCC)cc1)c1ccccc12	-13%	5%	-18	-7%	-29%[59 µM]
34	CCc1ccc(S(=O)(=O)Nc2cccc(-c3ccc(OC)nn3)c2)s1	-17%	-3%	-2	-5%	-3%[59 µM]
35	CCOc1ncccc1C(=O)OCC(=O)Nc1cccc(S(N)(=O)=O)c1	-1%	-1%	-2	.	4%
36	Cc1c(C(=O)NCc2ccccn2)oc2ccccc12	-6%	4%	0	-2%	-3%[12.7 µM]
37	COCCNCCCCSc1ccc(Cl)cc1	8.9µM*	1%	1	56µM*	.
38	CCOC(=O)C1(Cc2ccccc2)CCN(Cc2cccc(OC)c2O)CC1	-25%	-2%	-5	?	?
39	O=C(O)c1ccc(/C=C2\SC(=S)N(NC(=O)c3ccccc3[N+](=O)[O-])C2=O)cc1	-19%	-20%	-7	-3%	?
40	CCOC(=O)C1ON2CCCCC2C1(O)C(F)(F)F (stereo unspecified)	-10%	0%	5	3%	8%

no.	Tb PGK inh	GLS inh	ERG Ets-DNA blk	HP1b binding inh
31	9%	8%	-4%	0%
32	i	?	-6%	64%[activator]
33	i	3%	2%	-1%
34	-9%	1%	1%	15%[57 µM]
35	-8%	0%	17%	40%[activator]
36	0%	-8%	-2%	46%[activator]
37	-8%	7%	11%	-35%
38	-8%	?	0%	-8%
39	-3%	-2%	12%	16%
40	0%	-2%	8%	17%
